Bioassay records (PubChem)
M4 antag – CHRM4 antagonism in calcium assay; P08173; CHO-hM4 cells, ACh EC80, Fluo-8 calcium fluorescence; inhibition, % at 3 µM; 360,000 compounds, 0.73% hits;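 active = inhibition above its plate's cutoff, the mean inhibition of sample wells plus 3 SD, cut at about 27% in these data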;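 note: 0% = acetylcholine EC80 with DMSO and 100% = DMSO without agonist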
Target sequence (P08173 whole entry, looked up): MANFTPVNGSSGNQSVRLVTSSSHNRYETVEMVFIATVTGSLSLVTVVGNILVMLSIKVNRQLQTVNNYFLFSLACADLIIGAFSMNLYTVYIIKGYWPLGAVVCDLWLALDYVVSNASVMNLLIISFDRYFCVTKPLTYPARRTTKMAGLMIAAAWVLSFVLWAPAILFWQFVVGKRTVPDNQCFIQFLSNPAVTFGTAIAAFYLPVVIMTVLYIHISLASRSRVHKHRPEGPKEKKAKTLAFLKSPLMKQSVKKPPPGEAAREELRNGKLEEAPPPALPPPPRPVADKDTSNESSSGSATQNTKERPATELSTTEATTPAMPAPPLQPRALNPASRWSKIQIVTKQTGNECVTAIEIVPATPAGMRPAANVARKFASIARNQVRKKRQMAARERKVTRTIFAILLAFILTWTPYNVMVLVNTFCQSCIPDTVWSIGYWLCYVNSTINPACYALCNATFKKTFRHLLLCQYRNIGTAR
M5 antag – blocks acetylcholine activation of human M5 receptor; 360,000 compounds, 0.59% hits; inhibition, % at 3 µM; CHO-hM5 cells, Fluo-8 calcium fluorescence, ACh EC80; P08912;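 active = inhibition above a per-plate cutoff, the mean of that plate's test compounds plus 3 SD, cut at about 27% in these data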;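 note: 0% = acetylcholine EC80 with DMSO and 100% = DMSO without agonist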
Target sequence (P08912 whole entry, looked up): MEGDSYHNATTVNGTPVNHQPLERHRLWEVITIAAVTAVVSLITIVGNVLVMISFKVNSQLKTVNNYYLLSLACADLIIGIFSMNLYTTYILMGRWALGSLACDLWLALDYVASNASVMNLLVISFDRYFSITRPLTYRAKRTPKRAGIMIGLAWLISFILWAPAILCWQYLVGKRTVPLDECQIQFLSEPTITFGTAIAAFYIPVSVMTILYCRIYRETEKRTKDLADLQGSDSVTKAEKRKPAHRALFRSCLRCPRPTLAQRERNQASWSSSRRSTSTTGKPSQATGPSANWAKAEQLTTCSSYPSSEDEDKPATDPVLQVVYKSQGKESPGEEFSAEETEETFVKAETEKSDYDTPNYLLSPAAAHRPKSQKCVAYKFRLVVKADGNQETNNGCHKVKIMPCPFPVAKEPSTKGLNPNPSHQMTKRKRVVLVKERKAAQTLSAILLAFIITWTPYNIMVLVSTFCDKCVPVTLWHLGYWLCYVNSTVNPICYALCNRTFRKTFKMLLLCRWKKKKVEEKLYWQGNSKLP
M5 ag – agonists of human muscarinic M5 receptor (CHRM5) | P08912 | CHO-K1 hM5 cells, Fluo-8 calcium fluorescence; 0% DMSO wells, 100% maximal acetylcholine response | activation, % at 3 µM | 360,000 compounds, 0.19% hits | AID 624037;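 active = activation above the run's mean over test compounds plus 3 SD, cut at about 23% in these data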;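 note: signal is peak over basal fluorescence ratio across the kinetic read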
CRFR2-BP antag – CRF-BP/CRF-R2 complex antagonism; inhibition, % at 11.8 µM; AID 588475; 350,000 compounds, 0.59% hits; HEK293 CRF-R2/CRF-BP, CRF-induced calcium fluorescence;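 active = inhibition of the ligand-induced calcium signal above about 50% at the single tested concentration, limit read from the data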
CHRM4 agonist – CHRM4 agonism in calcium assay; 360,000 compounds, 0.14% hits; activation, % at 3 µM; AID 624127; P08173; CHO-K1 hM4/Gqi5, Fluo-8 calcium fluorescence; vehicle 0%, full acetylcholine response 100%;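 active = activation above the run mean over all test wells plus 3 SD, cut at about 32% in these data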;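 note: peak over basal fluorescence ratio per well then scaled between controls; 0% = DMSO wells and 100% = acetylcholine at EC100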
M1 PAM – human CHRM1 positive allosteric modulation; P11229; CHO-K1 hM1, Fluo-8 calcium fluorescence, ACh EC20; 0% = ACh EC20, 100% = maximal ACh; activation, % at 3 µM; 360,000 compounds, 0.088% hits; AID 588819; in the data active = activation above about 19%, passing the limit was not always enough
CHRM5 PAM – potentiates acetylcholine response at human M5 receptor; activation, % at 3 µM; 360,000 compounds, 0.3% hits; CHO-K1 hM5, Fluo-8 calcium, ACh EC20 PAM; 0% = ACh EC20, 100% = ACh EC100; P08912;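 active = activation above the run cutoff, the mean activation of all test compounds plus 3 SD, cut at about 18% in these data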
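Probe or stimulus: acetylcholine, EC20 level; Assay system: human M5 receptor in CHO-K1 cells; Schedule: compound preincubation 140 s before EC20 acetylcholine addition; Technique: intracellular calcium via Fluo-8 fluorescence; Dosing: single-point, 3 µM nominal; Read-out basis: percent activation from peak-over-basal fluorescence ratio, scaled EC20-to-EC100 acetylcholine; Repeats: one well per compound, no replicates.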
M4 PAM – potentiates acetylcholine response at human M4 receptor; activation, % at 3 µM; CHO-K1 hM4/Gqi5, Fluo-8 calcium fluorescence, ACh EC20; 0% = ACh EC20, 100% = maximal ACh; P08173; 360,000 compounds, 0.4% hits;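 active = activation above its plate's cutoff, the mean activation of sample wells plus 3 SD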; note: some results filed as inactive read as strong as hits
CRFR2-BP ag – agonists of human CRF-binding protein/CRF-R2 receptor complex; HEK293 CRF-R2/CRF-BP, calcium dye fluorescence (FLIPR); percent of saturating CRF peptide response; activation, % at 13.2 µM; 350,000 compounds, 0.46% hits; AID 588473;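 active = activation of at least 50%, plus an integration ratio under a set limit after plate pattern correction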;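 note: plate controls were neutral control wells without compound for no effect and CRF at EC100 for full effect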
* hit, by the source's call; . = no result given; & = joins results of further samples.

item	molecule	M5 ag	CRFR2-BP ag	M1 PAM	M5 antag	CHRM5 PAM	M4 PAM	CHRM4 agonist	CRFR2-BP antag	M4 antag
1	CC(C)N(C(=O)CSc1nnc(C2CC2)n1C1CC1)c1ccccc1	0	-2.1	11	-1	5	8	1	1	7
2	COc1ccc(C(=O)C(=NN)c2ccccc2)cc1	-2	0.0	3	-1	-5	10	0	1	-22
3	Cc1ccccc1CNC(=O)CN(c1ccccc1Cl)S(C)(=O)=O	-6	0.0	0	0	-2	-1	0	16	1
4	COc1ccc(-c2cc(C3CC3)nc(SCC(=O)c3cccs3)c2C#N)cc1	-4	39	-5	-1	-1	4	0	-22	-8
5	Cc1ccc(S(=O)(=O)N2CCC(C(=O)NCc3ccccc3CN3CCCC3)CC2)cc1C	-12	-0.3	-18	6	-4	2	-1	-3	-11
6	O=C(COC(=O)c1ccc2ncsc2c1)Nc1cc(Cl)ccc1F	-1	0.9	4	11	-12	7	6	-19	-1
7	CSc1nc(C)cc(OCCNS(=O)(=O)c2cc(C)ccc2C)n1	-2	-0.8	13	0	4	18	2	-7	6
8	c1ccc2c(c1)nc1n2CCN1CCNC1CCCCC1	-5	0.0	-1	-3	-1	-2	0	14	10
9	Cc1cc(C)cc(NC(=O)Nn2cnnc2)c1	-3	2.1	7	3	-1	5	1	-7	-2
10	O=S(=O)(Nc1cccc(CCc2ccccn2)c1)c1ccc2ccccc2c1	-2	-0.7	1	3	-9	-7	4	0	0
11	COc1ccc(S(=O)(=O)N2CCC(C(=O)NCCN3CCOCC3)CC2)cc1OC	-2	0.5	8	1	4	8	0	6	-11
12	COc1ccc(CN2CC(C(=O)NCCc3ccccc3)CC2=O)cc1 (configuration not stated)	-3	-1.4	9	-4	3	8	1	7	5
13	OC(COCC1COc2ccccc2O1)CN1CCN(c2ccccn2)CC1 (configuration not stated)	-7&-6	-3.2&-0.9	5&8	10&2	-2&0	-1&6	4&3	7&-14	-7&-6
14	CCCCNC(=O)c1ccc(N2CCOCC2)c(NS(=O)(=O)c2ccc(OC)cc2)c1	-3	-1.0	0	10	-7	-5	1	25	4
15	O=C(NNc1cccc(Cl)n1)c1cccnc1Cl	-2	-0.8	12	4	1	4	0	22	-3
16	COc1ccc(-c2coc3c(C(=O)NCCc4ccccc4)cccc23)c(C)c1	-2	.	1	3	-10	-9	0	.	5
17	O=C(NCCN1CCCCCC1)c1ccc(N2CCCC2=O)cc1	-6	-0.9	-4	9	2	-8	0	8	8
18	CN(C)S(=O)(=O)c1ccc(N2CCCC2)c(C(=O)OCC(=O)NC2CCCCC2)c1	-2	0.5	11	7	-3	14	1	40	-16
19	COC(=O)C1(C(=O)OC)NOC2C(=O)N(N(C)c3ncc(C(F)(F)F)cc3Cl)C(=O)C21 (configuration not stated)	3	25	15	-12	7	2	0	-38	2
20	O=C1c2ccccc2C(=O)N1CC(O)Cn1nnc2ccccc21 (configuration not stated)	-1	0.5	8	1	-2	7	2	-7	-11
21	CC(C)C[C@H](NC(=O)N1CC(=O)Nc2ccccc21)C(=O)N[C@@H](C(=O)O)c1ccccc1	-4	-1.8	5	1	-1	8	0	1	-4
22	O=C(Nc1nncs1)C1(c2ccccc2)CCCC1	-5	-2.2	-11	1	1	-5	1	-22	3
23	CCOc1ccc(-c2nc(C#N)c(N3CCN(C)CC3)o2)cc1	0	-6.1	10	12	-3	0	1	11	6
24	CC(=O)Nc1ccc(S(=O)(=O)NCc2nnnn2-c2ccc(F)cc2)cc1	-3	-0.5	6	8	0	5	-2	5	-4
25	COc1cccc2c1-c1c(O)cccc1C2=O	-7	-1.2	-2	2	0	-4	1	12	-8
26	COc1ccc(CNC(=O)COc2ccc(S(=O)(=O)NC(C)C)cc2)cc1	2	2.5	9	-2	6	4	3	15	2
27	CCNc1ccc(C(=O)OCC(=O)N2CCCC2)cc1[N+](=O)[O-]	-2	-0.7	8	2	6	7	2	-17	2
28	COc1ccc(N2CCN(C(=O)CCNS(=O)(=O)c3ccccc3)CC2)cc1	-2	-2.9	-5	8	-8	-6	1	4	5
29	O=C(O)/C=C/C(=O)Nc1nccs1	-2	0.6	12	-8	8	-8	1	4	-6
30	Cc1ccc(N=Nc2c(O)[nH]c(=O)[nH]c2=O)cc1S(=O)(=O)Nc1ccc(Br)cc1	-6	0.5	11	12	5	6	1	-5	-15
31	CCOc1cc(N2CCOCC2)c(OCC)cc1NC(=O)COC(=O)[C@H](Cc1c[nH]c2ccccc12)NC(C)=O	4	-2.7	4	5	-5	-10	4	-1	0
32	CN(C)C(=O)N1CCC(C(=O)NCc2ccc(F)cc2Cl)CC1	1	0.3	11	-4	1	8	2	-5	-5
33	N#CCN1C(=O)C2CCCN2c2ccc(S(=O)(=O)N3CCOCC3)cc21 (configuration not stated)	2	1.3	7	-17	0	-6	0	8	4
34	COc1ccc(CCNC(=O)c2c(C)cc(=O)oc2C)cc1OC	1	-0.3	12	-5	8	-9	1	0	4
35	CCNC(=O)C1(C)CCN(C(=O)c2ccc(N(C)C)cc2)C1 (configuration not stated)	0	.	-6	-2	0	1	0	.	3
36	COc1ccc2nc(NC(=O)C3CCCN(S(=O)(=O)c4cccc5nsnc45)C3)sc2c1 (configuration not stated)	-2	0.5	1	5	-7	-5	16	-8	25
37	Cn1nccc1C(=O)Nc1ccc(OC(=O)c2ccnn2C)cc1	6	-1.0	-8	1	-15	-3	10	9	-11
38	CC1=C(C(=O)Nc2ccccc2C(F)(F)F)C(c2sccc2C)NC(=S)N1 (configuration not stated)	8	0.4	4	1	-1	3	4	-4	-10
39	CCOC(=O)c1sc(N2C(=O)C(O)=C(C(=O)c3ccc(C)o3)C2c2ccc(OC)c(OC)c2)nc1C (configuration not stated)	0	-1.7	3	17	-5	1	0	19	0
40	O=C(COc1coc(CN2CCc3ccccc3C2)cc1=O)N1CCOCC1	3	1.0	10	6	-1	7	0	3	-8
41	Cc1ccc(CNC(=O)CCCC(=O)O)cc1	-1	-0.2	6	1	-4	1	1	-3	1
42	CN(C)C(=O)CCc1ccc2c3c([nH]c2c1)[C@]1(CCc2ccccc2)[C@@H](C(=O)N2CCCCC2)C[C@H](CC(=O)NCCCn2ccnc2)C(=O)N1CC3	-2	-1.1	5	-5	3	-4	0	13	10
43	Cc1ccc(-c2csc3ncnc(N4CCN(C(=O)c5ccccc5)CC4)c23)cc1	5	4.7	-2	13	-8	-7	11	-2	21
44	CCCc1nc(C)c(-c2ccc(OC)c(OC)c2)c(=O)[nH]1	-2	-1.9	7	-7	-2	8	0	10	-1
45	Cc1cc(C)c(S(=O)(=O)N2CCCCC2CCNC(=O)C(=O)NC2CC2)c(C)c1 (configuration not stated)	-1	-1.1	4	-3	-1	-7	0	-13	-8
46	CCC(=O)Nc1cccc(NC(=O)CN2CCN(c3ccccc3OC)CC2)c1	1	-0.5	4	-5	5	5	1	-19	5
47	O=C(Nc1cccnc1)C1CC(c2ccc(Cl)c(Cl)c2)=NO1 (configuration not stated)	5	-2.7	12	6	-10	-2	9	-20	-11
48	Cc1nc2ccc(Br)cn2c1C(=O)N/N=C\c1ccccc1[N+](=O)[O-]	-1	-0.2	2	4	-3	5	1	2	4
49	O=C(Nc1ncnc2c1C(c1ccccc1)c1c(ccc3ccccc13)O2)c1ccccc1 (configuration not stated)	-6	6.1	1	12	-3	0	1	-56	-11
50	O=C(NCc1cccnc1)C1CCCN(S(=O)(=O)c2cccc3nsnc23)C1 (configuration not stated)	-5	-0.5	-22	12	-16	-2	1	-18	1
51	Cc1ccc(SCc2cc(=O)[nH]c(N3CCN(C)CC3)n2)cc1	-6	1.7	6	-4	1	4	4	-27	4
52	CCCCN(C)/C=N/c1c(C#N)cnn1-c1ccc(C)cc1	-7	-0.7	-6	-1	0	-5	-3	4	-4
53	COCC(C)N1CCC(Oc2ccc(C(=O)N3CCCC3)cc2)CC1 (configuration not stated)	-4	-0.2	0	9	-4	0	1	-1	1
54	Cc1ccc(-n2ncc3c2CCCC3NC(=O)CCC2=NNC(=O)CC2)cc1C (configuration not stated)	-4	-1.1	6	-2	-3	3	0	-7	-6
55	CC(=NOC(=O)c1ccc(Cl)cc1)c1nccs1	-2	.	2	-9	1	-3	2	.	1
56	O=C(COc1ccccc1[N+](=O)[O-])N/N=C/c1ccc(O)cc1	2	1.7	12	-4	12	5	3	-11	6

Next results
item	molecule	M5 ag	CRFR2-BP ag	M1 PAM	M5 antag	CHRM5 PAM	M4 PAM	CHRM4 agonist	CRFR2-BP antag	M4 antag
57	Cc1onc(-c2ccccc2)c1C(=O)Nc1ccc(S(=O)(=O)N2CCOCC2)cc1	-2	-1.3	3	2	-2	2	2	6	6
58	C#CCCCc1nc2ccccc2c(=O)n1N	3	-1.3	9	-1	0	-5	0	-3	-3
59	Cc1ccc(-c2noc(CCCc3ccccc3)n2)cc1	0	2.2	6	2	3	6	0	19	3
60	COc1ccc(N(CC(=O)N2CCCCC2)S(=O)(=O)c2ccccc2)c(OC)c1	-1	-1.4	2	-2	2	6	2	3	-6
61	N=c1n(CCO)c2ccccc2n1CCN1CCCCC1	-3	-0.1	10	8	2	-1	1	-6	5
62	CCCCN(C)C/C(O)=C(\C#N)c1nc(-c2ccccc2)cs1	0	8.5	5	-1	-3	13	0	-4	7
63	Cc1cc(C)n(-c2ccc(C(=O)N3CCN(c4ccccn4)CC3)cc2)n1	2	0.6	13	11	-2	5	6	4	-1
64	CCOC(=O)C1=C[C@@H](C(C)(C)C)N(S(=O)(=O)c2ccccc2C)[C@H]1c1ccc(Cl)cc1	2	.	4	-1	3	-5	0	.	-8

Nos. 57 to 58 from above:
item	molecule	M5 ag	CRFR2-BP ag	M1 PAM	M5 antag	CHRM5 PAM	M4 PAM	CHRM4 agonist	CRFR2-BP antag	M4 antag
57	Cc1onc(-c2ccccc2)c1C(=O)Nc1ccc(S(=O)(=O)N2CCOCC2)cc1	-2	-1.3	3	2	-2	2	2	6	6
58	C#CCCCc1nc2ccccc2c(=O)n1N	3	-1.3	9	-1	0	-5	0	-3	-3

(more compounds)
item	molecule	M5 ag	CRFR2-BP ag	M1 PAM	M5 antag	CHRM5 PAM	M4 PAM	CHRM4 agonist	CRFR2-BP antag	M4 antag
65	N/C(=N\OC(=O)c1csnn1)c1ccc(C(F)(F)F)cc1	0	0.5	4	-5	-2	-4	0	0	-5
66	COc1ccc(CC(=O)OCC(=O)Nc2cc(Cl)ccc2C)cc1	-3	-2.8	9	10	-3	4	0	16	0
67	CCCn1c(N2CCOCC2)nc2c1c(=O)[nH]c(=O)n2C	3	-1.1	-5	-4	4	-6	2	9	7
68	COc1ccc(-c2ccc(C(=O)Nc3cccc(C(F)(F)F)c3)c3occc23)c(C)c1	0	.	-3	12	-9	-5	1	.	11
69	CCOc1ccc(N=Cc2c(O)c3ccccc3oc2=O)cc1	-1	-3.5	4	1	-1	0	0	29	-2
70	CCOc1ccc(N(CC)C(=O)CCS(=O)(=O)c2cccc3nonc23)cc1	-3	-0.2	6	4	-3	-1	1	-6	-6
71	CCCCn1c(=O)[nH]c2c(oc3ccccc32)c1=O	-2	2.8	6	3	-3	4	2	-3	-16

Looked up above.
Result of COc1ccc(CC(=O)OCC(=O)Nc2cc(Cl)ccc2C)cc1 in M5 ag: -3
Result of CCOc1ccc(N(CC)C(=O)CCS(=O)(=O)c2cccc3nonc23)cc1 in CRFR2-BP ag: -0.2
Result of CCCCn1c(=O)[nH]c2c(oc3ccccc32)c1=O in M5 antag: 3
